GAA spleen mod: inhibits or activates alpha-glucosidase in human spleen homogenate; 240,000 compounds, 0.006% hits; AID 2112; Potency, µM (titrated, usually from 79.9 µM), without a hit: at the top dose activity change, negative = inhibition, usual class: inhibitors; human spleen homogenate, 4-MU-alpha-glucoside fluorescence;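 note: 0% = enzyme with vehicle and -100% = no enzyme basal signal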
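Human spleen homogenate (1 ug) incubated with compounds and 1 mM 4-methylumbelliferyl-alpha-D-glucopyranoside in pH 5.0 citrate/phosphate buffer, 37 C, 40 min. Stopped at pH 10; 4-MU fluorescence (Ex 365/Em 440 nm); AC50 by Hill fit.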
Tau fluor cs: counter-screen for tau fibril formation inhibitors | 280,000 compounds, 0.93% hits | Potency, µM (titrated, usually from 57.7 µM), for the others: at the highest dose activity change, negative = decrease | tau K18 P301L (four-repeat tau fragment) Alexa594 fluorescence, heparin fibrillization; note: % is set by controls: 0 for no effect and ±100 for the full control effect; nearly all actives have a fitted effect of over 55% in size
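Human K18 P301L tau (15 uM unlabeled plus 0.24 uM Alexa 594-labeled, final) in 100 mM sodium acetate pH 7 was mixed with compound and 20 uM heparin and incubated 6 hr at 37 C.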
Epigenetic derep: derepresses silenced GFP reporter in murine cells; murine LDR cells, GFP reporter derepression, 30 h; Potency, µM (doses to about 53.9 µM), inactives show at the highest dose GFP activation, most hits filed as activators; 280,000 compounds, 0.2% hits; note: % of control where 0% means no effect; nearly all actives have a fitted effect of over 60% in size
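Reporter derepression read as number of fluorescent GFP-positive objects, 20-120 um in size, counted by laser-scanning cytometer. Mouse LDR line with an epigenetically silenced CMV-GFP locus; compound incubation 30 h, 37 C.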
GAA glycogen mod: GAA glycogen-cleavage inhibition or activation; P10253; recombinant GAA, glycogen substrate, Amplex Red glucose oxidase fluorescence; Potency, µM (doses to about 76.4 µM), without a hit: at the highest dose activity change, negative = inhibition, hits mostly inhibitors; 300,000 compounds, 0.38% hits; AID 2100;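 note: 0% = full enzyme reaction and -100% = no-enzyme basal signal; the screen sought inhibitors and activators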
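Natural-substrate format: glycogen cleavage by 4 nM human enzyme, glucose read by Amplex Red coupling (Ex 573, Em 610 nm). Normalized to enzyme and no-enzyme controls.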
GAA inh: inhibitors of human lysosomal alpha-glucosidase | 200,000 compounds, 0.005% hits | P10253 | Potency, µM (highest dose often 76.9 µM), for inactives: at the top dose activity change, negative = inhibition, most hits filed as inhibitors | purified human GAA, 4-MU-alpha-glucoside fluorescence;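 note: plate controls were uninhibited enzyme wells for no effect and no-enzyme background for full effect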
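Fluorescence at Ex 365/Em 440 nm from 4-methylumbelliferone reported enzyme activity after 20 min at room temperature. Reactions used 4 nM enzyme and 400 uM substrate at pH 5.0; curves fitted with the Hill equation.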
NPSR antag: antagonists of human neuropeptide S receptor cAMP signaling. Q6W5P4. CHO-NPSR cells, cAMP TR-FRET, antagonist mode. Potency, µM (doses to about 38.3 µM), without a hit: at the highest dose activity change, negative = inhibition, usual class: inhibitors. 220,000 compounds, 1% hits. AID 1461; note: % is set by controls: 0 for no effect and ±100 for the full control effect; nearly all actives have a fitted effect of over 50% in size; many of its hits are not listed in these tables
ALDH1A1 block: ALDH1A1 (human) enzyme inhibition | Potency, µM (titrated, usually from 75.3 µM), without a hit: top-dose activity, negative = inhibition, hits mostly inhibitors | 220,000 compounds, 7.3% hits | P00352 | Purified ALDH1A1, NADH fluorescence, propionaldehyde substrate; active = well fitted inhibition curve with a large enough effect, not every such curve was filed as active; inconclusive = small, poorly fitted or top-dose-only effect, or another doubt; inactive = no such curve, though single readings can be large or run the other way;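 note: plate controls were no enzyme wells and a reference inhibitor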
Target sequence (P00352 whole entry, looked up): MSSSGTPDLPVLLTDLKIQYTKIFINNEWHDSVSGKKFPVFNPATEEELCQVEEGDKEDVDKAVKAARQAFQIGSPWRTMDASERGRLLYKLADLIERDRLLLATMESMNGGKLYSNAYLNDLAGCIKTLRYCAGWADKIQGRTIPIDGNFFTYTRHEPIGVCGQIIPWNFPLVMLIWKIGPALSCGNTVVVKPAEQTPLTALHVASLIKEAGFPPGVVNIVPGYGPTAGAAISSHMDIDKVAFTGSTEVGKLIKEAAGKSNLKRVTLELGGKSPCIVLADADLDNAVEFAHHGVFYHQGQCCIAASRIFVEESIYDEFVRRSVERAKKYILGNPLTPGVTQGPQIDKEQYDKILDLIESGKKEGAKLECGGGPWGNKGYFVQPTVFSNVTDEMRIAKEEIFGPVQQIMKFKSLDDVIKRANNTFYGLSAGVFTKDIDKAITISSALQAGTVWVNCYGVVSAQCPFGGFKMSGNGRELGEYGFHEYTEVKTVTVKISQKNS
GLA spleen mod: alpha-galactosidase A (human) modulation; Potency, µM (titrated, usually from 80 µM), without a hit: top-dose activity change, negative = inhibition, most hits filed as inhibitors; 240,000 compounds, 0.008% hits; AID 2107; human spleen homogenate, 4MU-alpha-Gal fluorescence, 40 min;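 note: 0% = enzyme with vehicle and -100% = no enzyme basal signal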
Target sequence (P06280 32-429 limits assumed): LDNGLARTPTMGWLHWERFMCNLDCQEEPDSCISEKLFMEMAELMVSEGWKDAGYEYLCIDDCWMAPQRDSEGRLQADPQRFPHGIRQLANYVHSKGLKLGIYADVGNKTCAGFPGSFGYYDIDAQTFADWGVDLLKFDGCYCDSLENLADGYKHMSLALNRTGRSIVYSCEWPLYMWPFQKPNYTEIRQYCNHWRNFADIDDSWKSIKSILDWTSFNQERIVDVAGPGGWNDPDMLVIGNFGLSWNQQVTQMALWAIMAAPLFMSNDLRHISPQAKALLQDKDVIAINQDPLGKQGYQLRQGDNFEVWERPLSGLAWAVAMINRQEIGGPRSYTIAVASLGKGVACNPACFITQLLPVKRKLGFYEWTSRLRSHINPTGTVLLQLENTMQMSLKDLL
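Fluorogenic readout (Ex 365/Em 440 nm) of 4-methylumbelliferone released from 1 mM 4-MU-alpha-galactoside by spleen homogenate, 40 min at 37C, pH 5.0. Data normalized to no-enzyme and enzyme controls; Hill-equation AC50 from compound titrations.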
The depositor's hits bear a star; u = inconclusive; x = no result given; [ ] = remark or other dose. Unless noted, calls come from the whole dose curve; as a rule, active = well fitted curve in the direction sought with a large enough effect; inconclusive = small, poorly fitted or top-dose-only effect, or another doubt; inactive = no such curve, though single readings can be large; an effect the other way counts as inactive or inconclusive. Potency is the fitted concentration of half-maximal effect. Only part of the results is shown. The share of hits here may be higher or lower than overall.

Second line of a record – GAA spleen mod, Tau fluor cs, Epigenetic derep, GAA glycogen mod, GAA inh, NPSR antag, ALDH1A1 block, GLA spleen mod
Clc1ccc(-n2nnnc2-c2cnc(-c3ccncc3)nc2-c2cccs2)cc1
    -3%, -24%, 0.0%, -2%, -27%, -29%[46.1 µM], u, -9%
O=C(Nc1ccncc1)c1ccccc1[N+](=O)[O-]
    2%, 2%, 0.3%, 1%, u, 36%, 4%, -3%
CCn1c(COc2ccccc2)nnc1SCC(=O)c1cccc([N+](=O)[O-])c1
    -5%, -30%, 0.9%, -3%, -2%, -14%[46.1 µM], -3%, 2%
Cn1c(=O)c2c(nc(Cc3ccc(N)cc3)n2C)n(C)c1=O
    2%, -4%, 1.9%, 9%, 1%, -20%, 4%, 2%
C/C(=N\Nc1ccccn1)c1ccc(S(=O)(=O)NCc2ccco2)cc1
    -2%, -4%, -0.9%, -2%, 0%, -19%, 29%, -3%
COC(=O)CN1C(=O)C(O)(CC(=O)c2ccc(C)cc2)c2cc(Br)ccc21 (stereo unspecified)
    -10%, 9%, 0.3%, -19%, 2%, -19%[46.1 µM], 20µM*, -1%
O=C(CSc1nnc(-c2ccco2)n1Cc1ccccc1)NC(=O)NCc1ccccc1
    -3%, -7%, -0.1%, -1%, -5%, -30%[46.1 µM], -13%, -9%
O=C(CSc1nc2c(c(=O)n1-c1ccc(Cl)cc1)SCC2)NCc1ccco1
    3%, -3%, 0.0%, -3%, -1%, -15%[46.1 µM], 1%, 4%
CCOC(=O)N1CCN(C(=O)CCCCCn2c(=S)[nH]c3ccsc3c2=O)CC1
    3%, -7%, 0.1%, 0%, -1%, -10%, -1%, 0%
Cc1c(C(=O)O)oc2ccc(S(=O)(=O)NCc3ccc4c(c3)OCO4)cc12
    -1%, 2%, -1.2%, -1%, 2%, 4%[46.1 µM], u, -15%
CCCSc1nnc(CSc2ncccn2)n1C
    -1%, -3%, 3.9%, 5%, 2%, 11%, 12%, 1%
Cc1ccc(-c2cc(N)n(-c3ccc(F)cc3)n2)cc1
    2%, -21%, 2.2%, 9%, 7%, 0%, -9%, -6%
Cc1ccc(C(c2nnnn2CC2CCCO2)N2CCN(C(=O)c3ccco3)CC2)cc1 (stereo unspecified)
    -5%, 8%, -2.3%, 5%, 10%, -7%[46.1 µM], 16µM*, -2%
Cc1cc(C(F)(F)F)nn1CC(=O)NCc1cccs1
    -1%, -6%, -2.4%, -9%, 0%, -14%, -6%, 1%
CN(C(=S)Nc1cccnc1)c1ccc(O)cc1
    3%, u, 18%, u, -3%, 6%, 14µM*, -2%
CC(C)CNC(=O)COC(=O)c1ccc(Cl)c(S(=O)(=O)N2CCc3ccccc32)c1
    0%, -1%, -0.4%, 1%, 2%, -7%, u, 4%
COC(=O)c1sccc1-c1ccc(C(=O)Nc2cccc(Cl)c2)o1
    -8%, u, 0.0%, 13%, u, u, u, 1%
C=C(Br)Cn1c(CC(C)C)nc2ccccc21
    -2%, -1%, -1.3%, 9%, -2%, -11%[46.1 µM], 6%, -6%
CS(=O)(=O)Nc1cccc(-c2ccc3ncnc(Nc4ccc(F)cc4)c3c2)c1
    -2%, u, -1.4%, x, x, x, 14%, 9%
N#CCSc1ncnc2ccccc12
    0%, 0%, 1.5%, 2%, 4%, 12%, 6%, -5%
O=C(Nc1ccc2c(c1)OCO2)c1ccc(N2C(=O)c3ccccc3C2=O)cc1
    0%, -5%, -0.1%, -2%, u, 8%, -14%, -2%
O=C(CSc1nnc(-c2cccnc2)n1-c1ccccc1)Nc1ccccc1
    -3%, 0%, -0.8%, -5%, 1%, 3%[46.1 µM], 1%, -6%
O=C(Nc1ccc(Cc2ccncc2)cc1)c1ccco1
    0%, -2%, 2.7%, 9%, -3%, -22%[46.1 µM], 1%, 1%
COc1ccc(C2=NO[C@@H]3[C@@H]4C[C@@H]([C@H]5C(=O)N(C)C(=O)[C@@H]45)[C@H]23)cc1
    6%, 12%, 0.0%, -9%, 4%, 18%, 11%, 0%
CN(C)S(=O)(=O)c1ccc(NC(=O)COC(=O)C2CC3CCCC(C2)C3=O)cc1 (stereo unspecified)
    4%, 3%, -0.6%, -13%, -5%, 18%, -4%, 3%
CC(C)OC(=O)c1ccc(NC(=O)C2C3CC4OC(=O)C2C4C3)cc1 (stereo unspecified)
    10%, -4%, 0.1%, 1%, -3%, 0%[46.1 µM], u, 3%
CCC(C)[C@H](NC(=O)Nc1cccc(Cl)c1)C(=O)O (stereo partly specified)
    6%, -3%, -1.0%, -6%, -4%, 2%[46.1 µM], 14%, 10%
COc1ccc([N+](=O)[O-])cc1NC(=O)C(C)OC(=O)c1ccccn1 (stereo unspecified)
    -8%, 0%, 0.9%, -6%, -3%, 12%, 5%, 6%
COc1ccc(S(=O)(=O)Nc2cccc(Cl)c2)cc1OC
    2%, -19%, -0.9%, -5%, 3%, -15%[46.1 µM], u, 5%
Cc1nn(CC(=O)NCc2cc3ccccc3[nH]2)c(C)c1[N+](=O)[O-]
    -13%, -15%, -3.0%, -3%, -9%, -3%, u, 5%
O=C(Nc1ccc(N2CCOCC2)cc1)C1CC(=O)N(c2ccc(F)cc2)C1 (stereo unspecified)
    1%, -7%, -1.1%, -5%, 3%, 9%, 5%, 6%
CC(C)n1nnnc1SCC(=O)Nc1ccc2c(c1)OCCO2
    -3%, -10%, 0.0%, 5%, x, 4%, x, -7%
CC(=O)Nc1ccc(S(=O)(=O)NCc2ccc3c(c2)cc(C)n3C)cc1
    0%, u, -0.2%, -13%, -4%, -15%[46.1 µM], u, 2%
Cc1nc(C)c2c(=O)cc(-c3ccccc3)[nH]c2n1
    4%, 4%, 0.0%, -19%, u, 3%[46.1 µM], u, 18%
CCOc1cc(CNn2cnnc2SCC(=O)NC(C)(C)C)ccc1OCC(=O)NC(C)(C)C
    5%, 4%, 1.1%, 0%, 2%, 18%, 2%, 5%
COc1cccc(NC(=O)CSc2nncn2-c2ccccn2)c1
    8%, -8%, -12%, 9%, 7%, 0%[46.1 µM], u, 2%
COc1ccc(OC)c(NC(=O)c2cccc(S(=O)(=O)N(Cc3ccccc3)c3ccccc3OC)c2)c1
    -6%, u, 2.8%, 4%, -1%, -20%, 3%, -7%
Cc1cc(Cl)ccc1OCC(=O)NN1C(=O)C2C3C=CC(C3)C2C1=O (stereo unspecified)
    -5%, -10%, 1.6%, 12%, 2%, 7%, -22%, 12%
O=C(CSc1ccccc1)NCc1cccnc1
    -1%, 3%, -0.2%, 1%, 1%, -4%[46.1 µM], 0%, 0%
CN(C)S(=O)(=O)c1ccc(NC(=O)COC(=O)c2ccccn2)cc1
    4%, -2%, -1.1%, -11%, 0%, -6%[46.1 µM], 1%, 4%
COc1ccc(-c2c([C@H]3[C@@H]4C=CCC[C@@]4(C)C(=O)N3Cc3ccccc3)ccc3ccccc23)cc1OC
    4%, 16%, -1.1%, -3%, x, u, x, 3%
Clc1cccc(Cl)c1-c1nnc2ccc(N3CCOCC3)nn12
    -15%, -9%, 2.0%, -6%, 1%, -8%[46.1 µM], 3%, -5%
NC(=O)c1ccc(NC(=O)COC(=O)CC(NC(=O)c2ccccc2Cl)c2ccccc2)cc1 (stereo unspecified)
    6%, -14%, 0.0%, 6%, -31%, 5%, 2%, 1%
Fc1ccccc1N1CCN(c2nnnn2-c2ccccc2)CC1
    1%, -3%, -0.1%, -1%, 3%, -7%, -10%, -3%
COc1ccc(Nc2nc(Nc3ccc(OC)cc3)nc(-n3[nH]c(=O)c(C)c3C)n2)cc1
    -3%, u, 0.1%, u, u, -10%[46.1 µM], 25µM*, 0%
O=C(Cc1ccc(Cl)cc1)NCc1nc(-c2ccccc2)no1
    -2%, -27%, 1.4%, -16%, 11%, -6%, u, 2%
COc1ccc(Cl)cc1/C=C(\C#N)C(N)=O
    2%, 15%[2.34 µM], -1.1%, -12%, 11%, -10%, 0%, 11%
O=C(CSc1ncnc2ccccc12)Nc1ccc2c(c1)OCO2
    -2%, -21%, 0.0%, 1%, 4%, -8%[46.1 µM], 11µM*, -1%
COC(=O)CSc1nnc(CNC(=O)c2ccc(S(=O)(=O)N(C)C)cc2)n1C
    0%, -1%, -6.2%, x, 2%, 24%, 7%, -9%
CCC(=O)NNc1nc2c(F)cccc2s1
    -2%, -3%, -6.4%, u, 8%, 4%, -1%, -8%
COc1ccc(C2CC(c3cccs3)Nc3nnnn32)cc1 (stereo unspecified)
    3%, 6%, 1.1%, 1%, -2%, -7%, -3%, -3%
CCOc1ncccc1C(=O)Nc1ccc2c(C)cc(=O)oc2c1
    -6%, -5%, 0.0%, 0%, 2%, 6%[46.1 µM], u, 8%
O=C(NCc1ccco1)c1cc2nc(-c3ccc4c(c3)OCO4)cc(C(F)(F)F)n2n1
    1%, -7%, 3.7%, 11%, -3%, -17%[46.1 µM], u, 9%
COc1cc(C(=O)Nc2nnc(CC(C)(C)C)s2)c([N+](=O)[O-])cc1OC
    0%, -16%, -1.3%, 8%, 1%, 13%, -2%, -4%
O=C(N/N=C/c1c[nH]c2ccccc12)c1cc(-c2ccc(-c3ccccc3)cc2)n[nH]1
    -4%, 13µM*[quencher], -1.5%, 2%, -7%, u, 4%, -6%
S=C(NCCc1ccccn1)Nc1ccc(Cl)c(Cl)c1
    5%, -25%, 0.0%, -11%, 2%, -19%, -4%, -1%
C=CCn1c(SCC(=O)N2c3ccccc3Sc3ccccc32)nnc1-c1ccco1
    -5%, -7%, 1.1%, 2%, x, -44%, x, 3%

Filtered by structure: the entries above with two or more sulfur atoms (5)
Second line of a record – GAA spleen mod, Tau fluor cs, Epigenetic derep, GAA glycogen mod, GAA inh, NPSR antag, ALDH1A1 block, GLA spleen mod
O=C(CSc1nc2c(c(=O)n1-c1ccc(Cl)cc1)SCC2)NCc1ccco1
    3%, -3%, 0.0%, -3%, -1%, -15%[46.1 µM], 1%, 4%
CCOC(=O)N1CCN(C(=O)CCCCCn2c(=S)[nH]c3ccsc3c2=O)CC1
    3%, -7%, 0.1%, 0%, -1%, -10%, -1%, 0%
CCCSc1nnc(CSc2ncccn2)n1C
    -1%, -3%, 3.9%, 5%, 2%, 11%, 12%, 1%
COC(=O)CSc1nnc(CNC(=O)c2ccc(S(=O)(=O)N(C)C)cc2)n1C
    0%, -1%, -6.2%, x, 2%, 24%, 7%, -9%
C=CCn1c(SCC(=O)N2c3ccccc3Sc3ccccc32)nnc1-c1ccco1
    -5%, -7%, 1.1%, 2%, x, -44%, x, 3%

Source: PubChem BioAssay
